Assay outcomes from PubChem.
KLK7 zymogen act: activators of human kallikrein-7 zymogen | AID 652039 | 370,000 tested, 0.9% active | purified proKLK7, EDANS-DABCYL substrate fluorescence; 100% is mature enzyme control, 0% vehicle | activation, % at 7 µM;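 active = activation above the mean of all tested compounds plus 3 SD, computed per campaign excluding outliers beyond control limits, cut at about 13% in these data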
NPR1 activator: GC-A (human) enzyme activation. P16066. HEK293 GC-A cells, cGMP TR-FRET, EC30 ANP; 0% at EC30 ANP, 100% saturating ANP. activation, % at 10 µM. 370,000 tested, 0.14% active. AID 1671463; in the data active = activation above about 40%
ARFGAP1 inh: rat ARFGAP1 inhibition | Q62848 | Arfgap1-stimulated ARF1 GTP hydrolysis, GDP FP detection | inhibition, % at 16.5 µM | 360,000 tested, 0.26% active | AID 651572;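 active = inhibition above a per-plate limit, mean inhibition of low control wells plus 3 SD, cut at about 25% in these data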;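 note: 0% = DMSO wells with enzyme and 100% = wells lacking Arfgap1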
Target sequence (Q62848 1-136 limits assumed): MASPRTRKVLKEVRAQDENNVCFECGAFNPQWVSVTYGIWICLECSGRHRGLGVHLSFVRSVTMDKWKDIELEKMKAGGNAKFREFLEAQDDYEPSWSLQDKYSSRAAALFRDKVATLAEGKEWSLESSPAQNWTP
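Material: rat Arfgap1 catalytic domain, aa 1-136; also added: human ARF1(Δ1-17)-GTP substrate; compound dosing: one concentration, 16.5 µM, DMSO 1.26%; incubation: GTP hydrolysis reaction 2 h at 25 °C; measured by: Tracer-displacement fluorescence polarization with EDTA stop, 620/688 nm; evaluation: % inhibition from polarization; repeats: one replicate per compound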
rCAG RNA binder: molecules binding r(CAG) RNA repeats; 370,000 tested, 1.3% active; AID 651821; inhibition, % at 3 µM; r(CAG) RNA repeat, TO-PRO-1 dye displacement fluorescence;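 active = inhibition above the plate cutoff, the mean of all test compounds on that plate plus 3 SD, cut at about 35% in these data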;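 note: 0% = DMSO alone and 100% = 100 µM mitoxantrone as full dye displacement; higher means more dye released from RNA so lower well fluorescence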
NPR2 activator: GC-B (human) receptor activation. P20594. HEK293-GC-B cells, CNP EC30, cGMP TR-FRET; 0% at EC30 CNP, 100% saturating CNP. activation, % at 10 µM. 370,000 tested, 0.11% active. AID 1920062;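 active = activation at 10 µM reaching about 35% in either raw or pattern-adjusted values, limit read from the data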
ASAP1 inh: ASAP1 ArfGAP inhibition | ASAP1-stimulated ARF1 GTP hydrolysis, GDP FP detection | Q9ULH1 | AID 624377 | inhibition, % at 16.5 µM | 360,000 tested, 0.19% active; in the data active = inhibition above about 25%;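 note: 0% = vehicle with enzyme and substrate and 100% = no enzyme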
Target sequence (Q9ULH1 325-724 limits assumed): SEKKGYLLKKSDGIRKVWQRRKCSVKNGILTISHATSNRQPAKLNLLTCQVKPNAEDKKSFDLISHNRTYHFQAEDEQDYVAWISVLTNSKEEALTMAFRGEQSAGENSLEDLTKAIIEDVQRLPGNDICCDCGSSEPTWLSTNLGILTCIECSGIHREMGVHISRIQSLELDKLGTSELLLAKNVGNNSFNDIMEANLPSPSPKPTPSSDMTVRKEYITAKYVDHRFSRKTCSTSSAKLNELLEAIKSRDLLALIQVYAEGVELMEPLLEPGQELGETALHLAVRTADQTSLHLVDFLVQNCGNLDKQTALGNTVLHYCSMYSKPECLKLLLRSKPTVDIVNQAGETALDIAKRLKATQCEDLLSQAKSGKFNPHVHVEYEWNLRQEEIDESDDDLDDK
sPLA2-III inh: Blocks human group III sPLA2 activity; Q9NZ20; QFRET BODIPY PC-A2 liposome hydrolysis, fluorescence; inhibition, % at 12.2 µM; 370,000 tested, 0.56% active;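 active = inhibition above mean plus 3 SD of compounds lying within the high and low control bounds, cut at about 19% in these data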;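 note: 0% = median of test compound wells and 100% = no enzyme DMSO wells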
Target sequence (Q9NZ20 whole entry, looked up): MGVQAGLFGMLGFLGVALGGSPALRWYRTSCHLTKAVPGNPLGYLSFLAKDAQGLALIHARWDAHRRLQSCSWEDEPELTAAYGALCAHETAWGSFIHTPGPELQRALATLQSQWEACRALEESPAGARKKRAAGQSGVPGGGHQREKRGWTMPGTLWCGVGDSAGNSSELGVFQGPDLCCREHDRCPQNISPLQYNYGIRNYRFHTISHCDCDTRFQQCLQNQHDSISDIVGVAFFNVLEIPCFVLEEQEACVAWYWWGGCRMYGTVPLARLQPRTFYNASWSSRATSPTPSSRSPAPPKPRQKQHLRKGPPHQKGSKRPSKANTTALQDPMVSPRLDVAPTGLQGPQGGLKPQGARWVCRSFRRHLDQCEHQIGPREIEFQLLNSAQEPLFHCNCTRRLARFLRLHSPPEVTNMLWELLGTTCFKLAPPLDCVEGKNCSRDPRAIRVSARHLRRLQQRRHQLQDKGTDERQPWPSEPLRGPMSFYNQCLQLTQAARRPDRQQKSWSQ
ADAM10 inh: inhibits human ADAM10 | recombinant ADAM10, EDANS/DABCYL FRET peptide cleavage, 3 h | 370,000 tested, 0.62% active | AID 720582 | inhibition, % at 7 µM | O14672;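 active = inhibition above a per-campaign cutoff equal to the mean of compounds falling between control-based bounds plus 3 SD, cut at about 20% in these data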;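 note: 0% = DMSO wells while the 100% control is not disclosed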
FXN GAA850 act: frataxin GAA850 promoter activation. 360,000 tested, 0.56% active. AID 540364. activation, % at 6 µM. HEK293 lucGAA850 FXN promoter luciferase reporter, 24 h; percent of 10 µM SAHA response;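 active = activation above the average of all compounds screened plus 3 SD, cutoff fixed separately per campaign, cut at about 7.5% in these data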;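 note: 0% = DMSO wells and 100% = 10 µM SAHA wells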
DDE Tn6 FP inh: DD(E)-Tn6 binding inhibition, primary FP screen. Fibrin DD(E) TRITC-Tn6 fluorescence polarization displacement. inhibition, % at 8.3 µM. 370,000 tested, 0.21% active. AID 720509;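 active = inhibition above a per-campaign cutoff: mean of compounds within control limits plus 3 SD, cut at about 15% in these data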;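 note: 0% = median of all compound wells on the plate and 100% = blocking peptide control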
* = called active by the depositor; / = no result given.

SMILES | KLK7 zymogen act | NPR1 activator | ARFGAP1 inh | rCAG RNA binder | NPR2 activator | ASAP1 inh | sPLA2-III inh | ADAM10 inh | FXN GAA850 act | DDE Tn6 FP inh
Cc1ccc(P(=O)(CO)c2ccc(C)cc2)cc1 | -0.3 | 5 | 1 | -5 | 1 | 8 | 7 | 2 | 0.8 | 5
CC1CCCCC1NC(=O)CSc1ccc([N+](=O)[O-])cc1 (stereo not drawn) | -0.3 | 0 | 6 | 0 | 0 | -8 | -2 | 5 | 2.8 | -2
Cc1ccc(S(=O)(=O)N2C[C@H]3[C@H]4C(=O)N(C)C(=O)[C@H]4CC(=O)[C@H]3[C@@H]2c2ccccc2Cl)cc1 | -0.1 | -1 | 9 | 5 | -2 | 8 | -19 | -5 | / | 3
CCN1C(=O)N(CC)C2C1N(C(C)=O)C(=O)N2C(C)=O (stereo not drawn) | 0.1 | -9 | -4 | 2 | -7 | 4 | 1 | -8 | -2.3 | 3
CCOc1ccc(N(CC(=O)NC2CCCCC2)C(=O)CNC(=O)c2ccco2)cc1 | 0.4 | -2 | 7 | -1 | 5 | 9 | 5 | -1 | 1.3 | -2
Cc1cccc(Oc2nc(-c3ccccn3)nc3ccccc23)c1 | 0.5 | -26 | -11 | -4 | -6 | 7 | 4 | -9 | -2.4 | -2
COc1ccc(CN2C(=O)C(CC(=O)NC3CCCC3)CC(C(=O)N3CCOCC3)=C2C)cc1 (stereo not drawn) | 0.5 | -2 | -7 | -1 | -2 | -3 | 9 | -5 | / | 1
Cc1ccc(-n2nnnc2Sc2ccc(S(=O)(=O)NCCN(C)C)cc2[N+](=O)[O-])cc1 | 0.4 | 13 | -7 | 4 | 2 | -9 | -11 | -6 | -12 | -5
O=S(=O)(NNC(=S)Nc1ccc(S(=O)(=O)Nc2ncccn2)cc1)c1ccc(Br)cc1 | 0.6 | 2 | 12 | 0 | 1 | -4 | 13 | -8 | -0.5 | 3
O=C(O)CCCCCN1C(=O)C2CCCCC2C1=O (stereo not drawn) | -0.1 | -5 | -8 | 0 | 2 | 0 | 6 | 4 | -0.6 | -3
Cc1cc(=O)[nH]c(-c2cccs2)n1 | -0.6 | -3 | -2 | -1 | -1 | -12 | 3 | 1 | 0.2 | 5
Cc1cccc(OCC(=O)Nc2cc(S(=O)(=O)N3CCOCC3)ccc2N2CCCC2)c1C | 0.2 | 0 | -14 | -3 | 7 | -8 | -13 | 2 | -1.0 | -4
Cc1nc(N2CCOCC2)nc(N2CCCC2)c1[N+](=O)[O-] | 0.3 | 2 | 5 | -1 | 4 | 10 | 3 | -2 | 4.4 | 3
CCC1CCCCN1C(=O)CCc1nnc(C2CCCCC2)o1 (stereo not drawn) | 0.2 | -1 | -3 | -5 | -2 | -2 | -4 | 3 | -1.1 | 2
CC1CCCCC1NC(=O)NC(=O)COC(=O)c1ccc(OC(F)F)cc1 (stereo not drawn) | -0.2 | 0 | -14 | -5 | -1 | 6 | -1 | 2 | 2.3 | -1
Cc1ccc(C)c(NC2=C(Cl)C(=O)OC2OC(=O)c2ccco2)c1 (stereo not drawn) | 0.6 | -5 | -7 | -2 | -2 | -14 | -34 | 0 | -0.7 | 8
COCc1cc(C)nc(N2CCNCC2)c1C#N | 1.2 | -2 | 8 | -3 | 5 | 12 | 4 | -121 | 1.6 | -3
COc1cc(C)ccc1N(CCCN1C(=O)c2cccc3cccc(c23)C1=O)C(=O)c1cccs1 | -0.2 | -3 | -6 | 2 | -3 | -5 | -5 | -5 | -0.3 | -1
COc1ccccc1CNC(=O)CN1CCN(Cc2ccc(Cl)cc2)C1=O | -0.5 | -2 | 10 | -1 | 0 | 7 | 11 | -18 | 1.9 | -5
O=C(CSc1nnc(-c2ccccc2)n1-c1ccc(Cl)cc1)c1ccccc1Br | 0.3 | -21 | / | 15 | -16 | / | -28 | 10 | / | 1
Cc1ccccc1NC(=O)c1cc2c(C)nc3ccccc3c2o1 | 0.2 | 10 | -4 | -2 | 8 | 9 | -4 | 2 | 2.8 | 3
COc1ccc(Cc2nnc(NC(=O)Nc3ccccc3)s2)cc1OC | -0.1 | 4 | 9 | 22 | 5 | 14 | -16 | 0 | 2.0 | -4
Cc1ccc(-n2c(SCC(=O)Nc3ccc(S(=O)(=O)Nc4nccs4)cc3)nnc2-c2cccs2)cc1 | -0.2 | -4 | / | 71* | 4 | / | -59 | 5 | / | -5
CC(C)CCC(O)(CCC(C)C)C(=O)NN1CCCCC1 | -0.1 | 1 | 10 | -1 | -5 | 8 | 3 | -5 | -1.3 | 6
COCCCNC(=S)Nc1ccc(N2CCCCC2)cc1 | -0.3 | -3 | 6 | -5 | -2 | -5 | 16 | -9 | -0.4 | -10
COC(=O)C(Cc1csc2ccc(Cl)cc12)NC(=O)c1ccc(Cl)cc1 (stereo not drawn) | 0.2 | -11 | 8 | 5 | -5 | 5 | 1 | 5 | 1.8 | 8
CCOC(=O)C1CSCCS(=O)(=O)N1Cc1ccccc1C (stereo not drawn) | -0.4 | -1 | 10 | -1 | 1 | 1 | 13 | -4 | / | 3
CC1(C)CCCC2=C1CC1C(=O)N(O)C(=O)C1C2 (stereo not drawn) | 0.3 | 0 | -5 | 0 | 6 | 4 | -2 | 2 | 0.5 | 2
O=C1OCCC1Sc1nc2ccccc2n1Cc1ccccc1 (stereo not drawn) | 0.2 | 4 | 2 | -1 | -7 | 11 | -6 | 7 | 1.5 | 0
Cc1ccc(NC(=O)c2cnc3ccccc3n2)cc1C | 0.8 | 0 | 2 | 3 | -2 | -3 | 16 | 2 | 3.0 | 2
Cc1cc(CN(C)C(=O)CCc2nnc(Cc3cccc(C(F)(F)F)c3)o2)on1 | 0.3 | -2 | -5 | -6 | 0 | -5 | -3 | 2 | 3.5 | -2
CN(C)CCCOC(=O)c1cc2ccccc2o1 | 0.4 | -6 | 6 | 0 | -1 | 3 | -4 | -17 | -1.0 | -1
O=C1CSC2(N1)C1CC3CC(C1)CC2C3 (stereo not drawn) | 0.1 | 6 | 5 | -4 | 4 | -21 | -1 | -4 | 3.4 | 4
O=C(c1ccc(N2CCCC2=O)cc1)N1CCN(c2ccc(Cl)cc2)CC1 | -0.5 | -1 | 2 | -3 | -2 | 7 | -2 | -2 | -1.2 | 0
CCOC(=O)C1CCN(S(=O)(=O)c2ccc(C(=O)OC)cc2)CC1 | -0.7 | -4 | 10 | -7 | 0 | -8 | -1 | -6 | -1.0 | -9
CCN(CC)P(=O)(/C(Cl)=C\Nc1c(C)n(C)n(-c2ccccc2)c1=O)N(CC)CC | 0.2 | 6 | -2 | -3 | 7 | 4 | -5 | 0 | -1.6 | 6
Cc1cc(C)c(NC(=O)C2CC(=O)N(C(C)C)C2)c(C)c1 (stereo not drawn) | 0.0 | 2 | -5 | 1 | 1 | -2 | 0 | 2 | 1.6 | 1
Cc1ccc2nc(CCc3nc4ccc(C)cc4[nH]3)[nH]c2c1 | 0.2 | -10 | 4 | 1 | -11 | -5 | -15 | 14 | 0.3 | -3
CN1CC=C(c2ccccc2)N(c2ccccc2)C1=O | -1.2 | 11 | / | 3 | 0 | / | 4 | 0 | / | -6
CC1CCN(c2nc(-c3ccncc3)nc3ccccc23)CC1 | -0.2 | -16 | -1 | -3 | -13 | 4 | -2 | -7 | 0.7 | 1
O=C(CSc1cn(CCNC(=O)c2cccs2)c2ccccc12)NCC1CCCO1 (stereo not drawn) | 0.3 | 0 | -3 | 2 | -5 | -7 | -2 | 3 | -1.6 | -7
CCN(Cc1ccncc1)C(=O)c1cc(Br)cc(Br)c1O | -0.4 | 4 | -8 | 2 | -1 | 3 | -5 | -2 | -1.5 | 0
CC(C)CNC(=O)CC(=O)N/N=C/c1cccs1 | 0.0 | 2 | 2 | 0 | 4 | 7 | 3 | 4 | 1.3 | -4
C1=CCN(c2nc(N3CCOCC3)nc(N3CCCc4ccccc43)n2)CC1 | 0.6 | -6 | -1 | 7 | 5 | -10 | 1 | -7 | -1.9 | 3
C#CC(C)(CC)NC(=O)c1cc2nc(C3CC3)cc(C(F)(F)F)n2n1 (stereo not drawn) | 1.1 | 1 | 2 | -2 | 3 | 7 | -5 | -9 | 4.9 | -3
CC1(C)CC(=O)C2=C(C1)OC(c1ccc(O)cc1)C(C#N)=C2N (stereo not drawn) | 1.1 | 0 | 2 | 1 | 6 | -7 | 1 | 6 | -3.8 | 10
COC(=O)C1=C(C)N(c2ccc(OC)cc2)C(C)=C(C(=O)OC)C1c1ccc(OC)cc1 | 0.5 | -3 | 4 | -2 | -7 | -2 | -1 | -2 | 1.3 | 5
Cc1cc(=O)n2ncnc2n1COCCO | -0.1 | 2 | 8 | 0 | 1 | -6 | 3 | -22 | 1.7 | -7
Nc1c(Cl)ncnc1N1CCOCC1 | -0.4 | -1 | 1 | -2 | 7 | 1 | 5 | 5 | 0.9 | -6
CCOc1ccc(S(=O)(=O)N2CCCCC2)cc1NC(=O)C1=COCCO1 | 0.2 | -1 | -3 | -2 | 6 | 11 | -17 | -1 | 0.8 | -1
Cc1cc(/C=C2\SC(=S)NC2=O)c(C)n1C | -0.1 | -6 | -8 | 51* | -7 | 15 | -9 | -2 | -0.7 | -1
COc1ccc(N(C)S(=O)(=O)c2cccc(C(=O)OCC(=O)N3CC(C)CC(C)C3)c2)cc1 (stereo not drawn) | 0.5 | 2 | 15 | 0 | 0 | 14 | -2 | -1 | 2.2 | 2
C=CCN1C(=O)[C@@H](CC(=O)N2CCC(c3ccccc3)CC2)[C@]2(C(=O)OCC)CCCCC/C=C/12 | 0.4 | 3 | / | 2 | 3 | / | -1 | 2 | / | 1
CCOC(=O)C1CCCN(C(=O)C2CCN(S(=O)(=O)c3cnc[nH]3)CC2)C1 (stereo not drawn) | 0.3 | 2 | -8 | -2 | 3 | 0 | -4 | -4 | 0.3 | 0
CC1CCCCC1NC(=O)COC(=O)c1ccc2c(c1)OCCO2 (stereo not drawn) | -0.3 | -1 | 8 | -2 | -5 | -11 | 17 | -22 | 0.1 | -7

A portion taken from the entries so far, as a working copy:
SMILES | KLK7 zymogen act | NPR1 activator | ARFGAP1 inh | rCAG RNA binder | NPR2 activator | ASAP1 inh | sPLA2-III inh | ADAM10 inh | FXN GAA850 act | DDE Tn6 FP inh
CC1(C)CC(=O)C2=C(C1)OC(c1ccc(O)cc1)C(C#N)=C2N (stereo not drawn) | 1.1 | 0 | 2 | 1 | 6 | -7 | 1 | 6 | -3.8 | 10
COC(=O)C1=C(C)N(c2ccc(OC)cc2)C(C)=C(C(=O)OC)C1c1ccc(OC)cc1 | 0.5 | -3 | 4 | -2 | -7 | -2 | -1 | -2 | 1.3 | 5
Cc1cc(=O)n2ncnc2n1COCCO | -0.1 | 2 | 8 | 0 | 1 | -6 | 3 | -22 | 1.7 | -7
Nc1c(Cl)ncnc1N1CCOCC1 | -0.4 | -1 | 1 | -2 | 7 | 1 | 5 | 5 | 0.9 | -6

Rows were taken by chance; 4.5% or so of the library scored in one or more.
